tuberculosis growth: growth inhibition of non-replicating M. tuberculosis (AID 488890); Mycobacterium tuberculosis non-replicating, growth inhibition; higher % means a stronger effect; inhibition, % at 25 µM; hits with a dose series show IC50 in µM; actives 0.39% (n = 320,000); in the data active = a potency from the dose series; inconclusive = inhibition mostly from about 82% at the one dose, without a potency; inactive = the rest, 99 in 100 with inhibition below about 76%;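 also: plate controls were DMSO cells for no effect and high antibiotic wells for full effect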
Salmonella PhoP GFP: Inhibition of PhoP regulon, Salmonella typhi GFP reporter cells, confirmation, 4 h (AID 1850) | Salmonella Typhi PhoP-promoter GFP reporter, fluorescence, 4 h; higher % means a stronger effect | actives 0.33% (n = 310,000) | inhibition, % at 50 µM; hits with a dose series show IC50 in µM; in the data active = a potency from the dose series; inconclusive = inhibition mostly from about 25% at the one dose, without a potency; inactive = the rest, 99 in 100 with inhibition below about 19%;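 also: 0% = induced wells with vehicle and 100% = uninduced wells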
inhibitors of VEEV: inhibitors of VEEV TC-83 cytopathic effect, confirmation, Vero cells (AID 588727); Vero cells, VEEV TC-83 cytopathic effect inhibition; higher % means a stronger effect; inhibition, % at 20 µM; hits with a dose series show IC50 in µM; actives 0.13% (n = 350,000); in the data active = a potency from the dose series; inconclusive = inhibition mostly from about 14% at the one dose, without a potency; inactive = the rest, 99 in 100 with inhibition below about 12%; also: strong numbers were not always called active
H37Rv inhibition: M. tuberculosis growth inhibition, HTS (AID 449762). M. tuberculosis H37Rv growth inhibition, 7H9 media; higher % means a stronger effect. inhibition, % at 25 µM, or IC50 in µM where a hit was titrated. actives 0.59% (n = 330,000); in the data active = a potency from the dose series; inconclusive = inhibition above about 70% without an active follow-up result;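 also: bacterial growth assessed after seven days of incubation; strong numbers were not always called active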
H1N1 NS1A inhibition: H1N1 influenza NS1A inhibitors, functional cell based assay (AID 504329); one-dose inhibition, % at 12.5 µM; IC50 in µM for titrated hits; actives 0.3% (n = 340,000); NS1A functional cell-based assay, percent inhibition; higher % means a stronger effect; in the data active = a potency from the dose series; inconclusive = inhibition above about 27% without an active follow-up result; also: strong numbers were not always called active
inhibitors of VEEV 10K pilot screen: also measured in inhibitors of VEEV; calls as there; inhibition, %; measured here: 10K pilot screen inhibition
Numbers without * were called inactive; i = inactive; u = inconclusive; x = no result given; & = joins results of further samples. This is a random part of the collection; any-hit rate near 1.5%.

SMILES	tuberculosis growth	Salmonella PhoP GFP	inhibitors of VEEV	H37Rv inhibition	H1N1 NS1A inhibition	others
Cc1ccn2cc(C(=O)NC3CCN(Cc4ccccc4)CC3)nc2c1	-4%	-14%	i	-2%	2%
O=S(=O)(c1ccccc1)C1CON(Cc2ccccc2)C1c1ccccc1 (stereo unspecified)	-16%	4%	i	-8%	7%	inhibitors of VEEV 10K pilot screen=0.4
COc1ccc(NC(=O)CNC(=O)c2nn(-c3ccc(OC)c(OC)c3)c(=O)c3ccccc23)c(OC)c1	-20%	-4%	u	16%	-2%
COC(C[C@@H]1O[C@@H]1[C@H](O)[C@H](C)OCc1ccccc1)OC	x	x	0.2%	x	-2%
COCCNC(=O)C(c1cccs1)N(C(=O)Cn1nnc2ccccc21)c1ccc(OC)cc1 (stereo unspecified)	-6%	-10%	1.1%	0%	6%
COc1ccc(CCN2C(=S)N(C)C(=O)C2CC(=O)Nc2ccc(F)cc2)cc1 (stereo unspecified)	19%	-1%	i	-1%	x
O=C1C=C(NCc2ccco2)CC(c2ccc(Cl)cc2)C1 (stereo unspecified)	27%	7%	8.2%	6%	0%
Cc1cc(Nc2ncc(Cl)cc2Cl)n(-c2ccccn2)n1	x	x	0.1%	x	18%
COC(=O)CSc1[nH]c2ccc(Br)cc2c1[N+](=O)[O-]	u	5%	i	5.6µM*	-4%
CCOc1ccc(OCC)c(NC(=O)CCSCCc2ccccn2)c1	-1%	-9%	0.7%	8%	-7%
CN(C)c1nc(N)c([N+](=O)[O-])c(NCCO)n1	2%	-6%	i	2%	0%	inhibitors of VEEV 10K pilot screen=0.9
CN1C(=O)Cc2cc(S(=O)(=O)N3CCN(c4ccccc4F)CC3)ccc21	11%	-28%	1.0%	7%	5%
COc1ccc(C(=O)NC2CC2)cc1OC1CCN(Cc2ccc(F)c(F)c2)CC1	10%	-2%	0.9%	-3%	-9%
COc1ccccc1N1CCN(C(=O)C2CCCN(S(=O)(=O)c3ccc4c(c3)CCCN4C(C)=O)C2)CC1 (stereo unspecified)	-1%	-3%	6.8%	1%	-2%
COc1ccc(S(=O)(=O)NC(C)C(=O)Nc2cccc(C(C)=O)c2)cc1 (stereo unspecified)	-7%	1%	0.6%	-9%	-1%
O=S(=O)(NCc1ccccc1F)c1cccc(S(=O)(=O)N2CCOCC2)c1	-7%	2%	0.2%	-4%	-7%
COC(=O)C1(CC2CC(c3ccccc3)=NO2)CCN(C(=O)OC(C)(C)C)CC1 (stereo unspecified)	1%	9%	1.6%	4%	6%
COc1ccc(NC(=O)CN(C)CC(=O)Nc2cccc(C(F)(F)F)c2)cc1	72%	-4%	1.1%	-1%	-7%
COC(=O)c1ccnc(/C=N/O)c1	-13%	16%	i	8%	-10%
COc1ccc(C(=O)C(CN2CCCC2)c2ccccc2)cc1 (stereo unspecified)	5.6µM*	0%	0.7%	u	15%

Reprinted from the part before: 7 entries; new compounds follow.
SMILES	tuberculosis growth	Salmonella PhoP GFP	inhibitors of VEEV	H37Rv inhibition	H1N1 NS1A inhibition	others
COc1ccccc1N1CCN(C(=O)C2CCCN(S(=O)(=O)c3ccc4c(c3)CCCN4C(C)=O)C2)CC1 (stereo unspecified)	-1%	-3%	6.8%	1%	-2%
COc1ccc(S(=O)(=O)NC(C)C(=O)Nc2cccc(C(C)=O)c2)cc1 (stereo unspecified)	-7%	1%	0.6%	-9%	-1%
O=S(=O)(NCc1ccccc1F)c1cccc(S(=O)(=O)N2CCOCC2)c1	-7%	2%	0.2%	-4%	-7%
COC(=O)C1(CC2CC(c3ccccc3)=NO2)CCN(C(=O)OC(C)(C)C)CC1 (stereo unspecified)	1%	9%	1.6%	4%	6%
COc1ccc(NC(=O)CN(C)CC(=O)Nc2cccc(C(F)(F)F)c2)cc1	72%	-4%	1.1%	-1%	-7%
COC(=O)c1ccnc(/C=N/O)c1	-13%	16%	i	8%	-10%
COc1ccc(C(=O)C(CN2CCCC2)c2ccccc2)cc1 (stereo unspecified)	5.6µM*	0%	0.7%	u	15%
CC1=CS(=O)(=O)CC1Sc1ncn[nH]1 (stereo unspecified)	11%	13%	0.4%	2%	-4%
CN(C)c1nc(NCc2ccccc2)nc(SCC(=O)Nc2ccc(Cl)c(Cl)c2)n1	4%	-5%	i	1%	-6%
Cn1cc(P(=S)(N2CCOCC2)N2CCOCC2)cc1P(=S)(N1CCOCC1)N1CCOCC1	31%	-6%	i	-5%	-1%
COc1ccccc1-c1nc(-c2ccc(C)nc2OC)no1	7%	-8%	2.2%	4%	1%
CSc1ccc(S(=O)(=O)N2CCC(C(=O)Nc3ccc(C(N)=O)cc3)CC2)cc1	-6%	12%	i	5%	-2%
CC1(C)Cc2nc3sc4c(N(CCO)CCO)nnnc4c3cc2CO1	-8%	3%	7.4%	-7%	0%
COc1ccc(NC(=S)N(CCCN2CCOCC2)Cc2ccccn2)cc1	2%	2%	0.8%	-1%	6%
CC(Oc1ccc(Cl)cc1)C(=O)Nc1cccc(S(=O)(=O)N2CCOCC2)c1 (stereo unspecified)	29%	x	i	-5%	-15%
Cc1nc2ccc(C(=O)OCc3nnc(-c4ccc(Br)cc4)o3)cc2nc1C	-12%	-3%	0.7%	-6%	2%
COc1cc(OC)c(NC(=O)c2c(-c3ccccc3)noc2C)cc1Cl	-10%	-5%	3.2%	-12%	0%

Next section (two carried over from the part before).
SMILES	tuberculosis growth	Salmonella PhoP GFP	inhibitors of VEEV	H37Rv inhibition	H1N1 NS1A inhibition	others
Cc1nc2ccc(C(=O)OCc3nnc(-c4ccc(Br)cc4)o3)cc2nc1C	-12%	-3%	0.7%	-6%	2%
COc1cc(OC)c(NC(=O)c2c(-c3ccccc3)noc2C)cc1Cl	-10%	-5%	3.2%	-12%	0%
COc1ccc(C2C(C(C)=O)=C(O)C(=O)N2c2ccccn2)cc1 (stereo unspecified)	-9%	-2%	i	-22%	22%
COc1ccc(-c2ccc3c(c2)C2CC3CCN2S(=O)(=O)c2ccccc2C)cc1 (stereo unspecified)	x	x	i	x	12%
O=c1[nH]c(CSc2nnc(NCCCN3CCOCC3)s2)nc2cc(Cl)ccc12	13%	-7%	3.9%	6%	3%
Cc1nn(-c2ccncc2)c2c1C(=O)CC(C)(C)C2Br (stereo unspecified)	x	x	0.0%	x	-15%
CCC(C)N(C(=O)Cn1cnc2c1c(=O)n(C)c(=O)n2C)C1CCS(=O)(=O)C1 (stereo unspecified)	-7%	3%	0.3%	-2%	-3%
CC(C)NC(=O)N(C)C[C@H]1Oc2ccc(NC(=O)CCC(F)(F)F)cc2C(=O)N([C@H](C)CO)C[C@@H]1C	0%	x	i	5%	-7%
COc1ccc(C2=NS(=O)(=O)N(C)C(C(=O)N3C(C)CCCC3C)=C2)cc1 (stereo unspecified)	-5%	-4%	0.2%	-4%	9%	inhibitors of VEEV 10K pilot screen=1.3
CCc1cc(C(N)=S)ccn1	56%&55%	-22%	0.6%&0.4%	u	2%&4%
O=C(CSc1nc2ccccc2c(=O)n1CCC(=O)N1CCCCC1)NCc1ccccc1	64%	11%	9.2%	32%	-3%
CCCc1cc(=O)oc2cc(C)cc(OC(=O)c3ccco3)c12	13%	6%	1.0%	-11%	-2%
Cn1nccc1NS(=O)(=O)c1ccc(NC(=O)C(F)(F)F)cc1	63%	7%	0.1%	-7%	x
CCOc1ccc(-n2ccc(=O)c(C(=O)Nc3ccc(S(=O)(=O)Nc4nccs4)cc3)n2)cc1	23%	-7%	0.6%	2%	4%
Cc1ccc2oc(C(=O)NCCCN3CCOCC3)c(C)c2c1	11%	-4%	0.9%	-5%	-2%
CCOC(=O)c1ccc(N2CCN(C(=O)c3ccccc3)CC2)c(NC(=O)c2ccco2)c1	-3%	11%	9.7%	-7%	-11%
O=C(c1ccc(N2CCCC2=O)cc1)N1CCN(c2ccccc2O)CC1	-3%	x	2.5%	7%	-1%
CCC(C(=O)OCC(=O)Nc1ccc(C(=O)Nc2ccc(OC)cc2)cc1)c1ccccc1 (stereo unspecified)	34%	-12%	1.7%	5%	4%
S=C1SCN(CCN2CCOCC2)CN1Cc1ccccc1	53%	11%	>25µM*	u	9%
CCCc1cc(-n2cnc3ccccc32)n2c(nc3ccccc32)c1C#N	4%	2%	4.7%	13%	-8%
N=C1SCC(=O)N1c1ncc(Cc2cccc(Cl)c2)s1	x	x	i	x	-5%
Cc1onc(-c2ccccc2Cl)c1C(=O)NCc1ccccn1	-10%	-3%	i	-6%	1%
Cc1nc(-c2cccc(NS(=O)(=O)c3ccccc3)c2)cs1	19%	3%	5.5%	-4%	5%
CCCN(CC1CC1)C(=O)COc1ccccc1C(=O)NCc1ccccc1	14%	-8%	1.2%	-14%	-61%
CC(C)c1ccc(C2NC(C(=O)O)CS2)cc1 (stereo unspecified)	2%	-12%	i	2%	0%
Cc1cccc(NC(=S)NCCc2ccccc2)n1	60%	0%	i	11%	-12%
N#CC1=C(N)Oc2c(oc(CO)cc2=O)C12C(=O)Nc1ccc(Cl)cc12 (stereo unspecified)	-11%	2%	0.7%	0%	16%
CCNC(=S)N(Cc1ccccc1)Cc1nc2ccccc2c(=O)[nH]1	23%	-11%	0.4%	3%	-1%
c1ccc(CN2CCN(c3nc(-c4ccccc4)nc4ccccc34)CC2)cc1	27%	7%	i	45%	3%
Cc1sc2nc(CSCC(=O)Nc3ccc(C(=O)N(C)C)cc3)[nH]c(=O)c2c1C	6%	x	2.3%	-6%	-4%
CCN(N=Nc1cccc([N+](=O)[O-])c1)c1cccc([N+](=O)[O-])c1	-4%	2%	0.5%	4%	14%
Cc1cc(C)cc(NC(=O)NNC(=O)c2cc3occc3[nH]2)c1	-5%	-9%	1.1%	5%	-5%
S=C(NN=C1CCN(Cc2ccccc2)CC1)NC1CCCCC1	57%	-1%	i	17µM*	2%
Cc1ccc(C2=CC(C)(c3ccc(C)cc3)Nc3nc(C(F)(F)F)nn32)cc1 (stereo unspecified)	1%	4%	3.3%	12%	-2%
Cc1cccc(Oc2ncnc(N)c2[N+](=O)[O-])c1C	x	-10%	1.2%	5%	-18%
COc1ccc(O)c(C(=O)c2cnn(-c3ccccn3)c2)c1	23%	-16%	6.1%	5%	-9%
CN(C)CC1CCCCC1OC(=O)c1ccc(Cl)cc1Cl (stereo unspecified)	17%	-5%	0.1%	-1%	6%
C[C@H](NC(=O)Nc1ccccc1F)C(=O)O	3%	14%	i	-5%	-5%
CC(C)CSc1nc2ccccc2n1CC(=O)O	-3%	-12%	1.8%	1%	0%
COc1ccc(C(C)=O)cc1COC(=O)c1cc2ccccc2cc1O	x	-6%	2.0%	-1%	2%
CCOC(=O)/C(C#N)=C1/C=CN(c2ccccc2)C=N1	0%	15%	3.5%	-7%	0%
CCCc1c(CC)c(=N)c2ccccc2n1C	29%	5%	0.4%	-6%	21%
O=C1c2ccccc2S(=O)(=O)N1CC1CC(c2ccc(Cl)cc2)=NO1 (stereo unspecified)	-10%	1%	1.1%	-2%	5%	inhibitors of VEEV 10K pilot screen=2.9
CCCCCn1c(SC(C)C(C)=O)nc2c1c(=O)[nH]c(=O)n2C (stereo unspecified)	-3%	-8%	5.0%	-13%	-8%
COC(=O)C1=C(c2ccc(S(C)(=O)=O)cc2)C[C@@H]2CC[C@H]1N2C(=O)N1CCCCC1	5%	3%	0.4%	4%	-4%
Cc1cccc(N2CC(C(=O)Nc3ccc(S(=O)(=O)N4CCOCC4)cc3)CC2=O)c1C (stereo unspecified)	8%	2%	0.7%	2%	0%
CC(=O)c1ccc(NC(=S)Nc2ccc(Br)c(Cl)c2)cc1	u	7%	1.0%	u	-5%
Cc1ccc(C)c(S(=O)(=O)NCCCN2CCOCC2)c1	2%	6%	0.0%	4%	-6%
O=C(N=C1SC2CS(=O)(=O)CC2N1c1ccc(Cl)cc1Cl)C1CC1 (stereo unspecified)	2%	8%	4.8%	3%	-2%
CCOC(=O)C1=C(C)NC(=O)NC1/C=C/c1ccccc1OC (stereo unspecified)	-10%	-3%	0.3%	-2%	9%
CCC(C)(C)C(=O)O[C@H]1C[C@@H](C)C=C2C=C[C@H](C)[C@H](CC[C@@H]3C[C@@H](O)CC(=O)O3)[C@H]21	20%	4%	13%	4%	7%
COc1cc(C(=O)NCc2nnc(SCC(=O)Nc3nc4ccccc4s3)o2)cc(OC)c1OC	-21%	-11%	2.3%	-4%	-4%
COc1ccccc1/C=C/CN1CCNC(=O)C1CC(=O)NCCc1cnccn1 (stereo unspecified)	1%	-9%	0.8%	-4%	-5%
COc1ccc2ccccc2c1/C=N/NC(=O)CC1(C)OCCCO1	3%	-4%	i	3%	-3%

Assay outcomes (PubChem)
